hIAP activ – increases human intestinal alkaline phosphatase activity; purified human IAP, CDP-Star luminescence, 30 min; hits give high values; 1 = vehicle-only enzyme, 0 = enzyme-free background; activation factor at 10 µM; hit rate 0.16% among 330,000; AID 2524;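 active = activation factor of the enzyme at least 2-fold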; also: the source names both 10 and 20 µM as test concentration; values of inactives mirror those of a sister screen read the other way
ATG4B inh – ATG4B (human) cysteine protease inhibition; ATG4B cleavage of LC3-PLA2, NBD-HPC fluorescence, 1 h; inhibition, % at 8.33 µM; hit rate 0.51% among 340,000; in the data active = inhibition above about 40%
SENP6 inh – inhibitors of human SENP6 protease. Recombinant SENP6 catalytic domain, aminoluciferin luminescence. inhibition, % at 10 µM. hit rate 1.8% among 330,000. AID 2599. Q9GZR1;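 active = inhibition above about 50% at the single tested dose, limit read from the data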;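 also: plate controls were DMSO wells with enzyme for no effect and DMSO wells lacking enzyme for full effect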
Target sequence (Q9GZR1 628-1112 limits assumed): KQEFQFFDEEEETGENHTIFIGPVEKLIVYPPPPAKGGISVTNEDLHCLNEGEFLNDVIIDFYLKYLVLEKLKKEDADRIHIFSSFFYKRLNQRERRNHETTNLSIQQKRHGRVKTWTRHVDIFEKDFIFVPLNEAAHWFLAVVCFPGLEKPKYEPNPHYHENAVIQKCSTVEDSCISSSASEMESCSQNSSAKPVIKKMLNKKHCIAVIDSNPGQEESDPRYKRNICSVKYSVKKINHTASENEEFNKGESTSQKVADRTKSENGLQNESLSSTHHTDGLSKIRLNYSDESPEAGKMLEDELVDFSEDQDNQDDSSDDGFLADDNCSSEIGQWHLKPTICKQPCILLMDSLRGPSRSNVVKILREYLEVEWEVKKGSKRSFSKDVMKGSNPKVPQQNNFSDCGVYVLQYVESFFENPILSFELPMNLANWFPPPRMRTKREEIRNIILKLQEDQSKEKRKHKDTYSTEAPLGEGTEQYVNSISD
SENP8 inh – inhibitors of human SENP8 protease; hit rate 0.64% among 360,000; Q96LD8; inhibition, % at 20 µM; recombinant SENP8, Nedd8 substrate fluorescence; in the data active = inhibition mostly above about 40%, no sharp cut-off; inactive = mostly below about 27%
Target sequence (Q96LD8 whole entry, looked up): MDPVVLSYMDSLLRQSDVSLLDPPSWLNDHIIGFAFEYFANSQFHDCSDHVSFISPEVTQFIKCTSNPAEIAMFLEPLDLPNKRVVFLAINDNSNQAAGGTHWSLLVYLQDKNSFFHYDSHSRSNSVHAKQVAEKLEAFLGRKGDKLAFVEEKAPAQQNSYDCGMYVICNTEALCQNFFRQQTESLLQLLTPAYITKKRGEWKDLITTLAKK
GRIN3A LBD mod – modulators (binders) of human NR3A ligand-binding domain; NR3A LBD differential scanning fluorimetry, Tm shift; 0% = protein alone, 100% = glycine-bound protein; Tm shift relative to glycine control, % at 25 µM; hit rate 2.5% among 340,000;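 active = melting temperature shift of at least 10% of the positive control shift, at one fixed dose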
PfGluPho inh – PfG6PD (Plasmodium falciparum) enzyme inhibition. PfGluPho enzyme, NADPH resazurin-diaphorase fluorescence. inhibition, % at 20 µM. hit rate 0.78% among 350,000;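 active = inhibition reaching at least a set limit at 20 µM in the primary screen, cut at about 59% in these data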;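 also: 0% = DMSO wells with substrate and 100% = DMSO wells lacking glucose-6-phosphate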
SENP1 inh – blocks the human SENP1 SUMO protease catalytic domain | Q9P0U3 | recombinant SENP1 catalytic domain, CyPet-SUMO1-YPet FRET cleavage | inhibition, % at 10 µM | hit rate 0.21% among 360,000 | AID 624204;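 active = inhibition at least 30% at 10 µM, raw YFP signal under a set limit, fluorescence ratio 0.5 to 1.5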;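 also: 0% = enzyme with DMSO and 100% = no enzyme wells; some results filed as inactive read as strong as hits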
Target sequence (Q9P0U3 419-644 limits assumed): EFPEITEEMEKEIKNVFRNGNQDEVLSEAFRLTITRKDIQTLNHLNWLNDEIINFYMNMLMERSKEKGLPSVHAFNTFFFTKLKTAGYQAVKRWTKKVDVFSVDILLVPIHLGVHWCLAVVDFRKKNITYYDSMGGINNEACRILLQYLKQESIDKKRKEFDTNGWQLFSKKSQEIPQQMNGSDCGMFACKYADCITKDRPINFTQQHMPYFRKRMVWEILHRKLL
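Compound: 10 µM single point, 0.5% DMSO; Test system: hSENP1 catalytic domain, recombinant; Timing: 50 min reaction at room temperature; Technique: FRET, CFP and YFP emission; Control set: no-enzyme wells low, DMSO-plus-enzyme wells high control.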
MPTP block – inhibitors of mitochondrial permeability transition pore; inhibition, % at 10 µM; hit rate 1.4% among 360,000; isolated mouse mitochondria, Ca2+ swelling absorbance, 30 min;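 active = inhibition of 50% or more, scaled per plate between neutral and stimulator controls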;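 also: 0% = DMSO wells given calcium and 100% = 1 mM EGTA wells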
An asterisk follows results filed as active; nt = no result given.

canonical_smiles,SENP1 inh,MPTP block,PfGluPho inh,ATG4B inh,SENP6 inh,SENP8 inh,hIAP activ,GRIN3A LBD mod
Cc1ccc(S(=O)(=O)CCC(=O)OCC(=O)Nc2ccc(N3CCOCC3)cc2)cc1,2,-0.3,2,-3,-10,0,0.99,2
COC(=O)[C@@H]1C[C@@H](C(=O)O)[C@H](C)C1(C)C,1,-1.2,-1,8,-10,4,1,-3
CCC(CC)C(=O)Oc1c(Sc2ccccc2[N+](=O)[O-])c(C)nn1C(C)(C)C,-1,0.9,13,-5,5,16,1.3,0
C/C(CC(=O)Nc1ccc(C)cc1C)=N\NC(=O)C(C)C,-1,-0.3,-11,-5,5,12,1.2,-1
COc1ccc(CCNC(=O)CSC2=NS(=O)(=O)c3cc(F)ccc3N2)cc1OC,0,-0.2,-10,nt,nt,9,nt,nt
C=CCn1c(C)nnc1SCC(=O)NC1CC1,3,-1.8,-2,-1,-5,2,1,3
O=C(c1c(F)c(F)c(F)c(F)c1F)N1CCc2ccccc21,1,-1.3,-5,-11,-31,28,1,-2
CC(OC(=O)C1CCC1)C(=O)Nc1cc(Cl)cc(Cl)c1 (stereo not given),0,-1.0,7,-1,-11,6,0.99,-5
N#Cc1cnn2c(C(F)(F)F)cc(-c3ccccc3)nc12,-2,0.1,-9,8,9,-302,1.1,-3
C=CCNC(=S)Nc1ccc2nsnc2c1,18,-1.3,-3,-7,60*,-4,0.85,-5
O=S(=O)(CC(CN1CCCCC1)N1CCCCC1)c1ccc2ccccc2c1 (stereo not given),-1,0.5,-20,-2,nt,16,nt,0
Cc1cccc(/C=N/n2c(-c3cc(-c4ccccc4)n[nH]3)n[nH]c2=S)c1,3,2.2,25,-9,-7,-2,1.9,-2
Cc1csc(NC(=O)Cc2ccc(Cl)cc2)n1,0,-3.4,-2,4,2,23,1.1,0
O=C1CSc2ccccc2N1Cc1ccccc1F,4,3.6,-1,-5,-11,15,0.96,0
CN1C(=O)CC(=O)N(C)c2cc(S(=O)(=O)N(C)Cc3ccccc3)ccc21,-1,-2.1,25,-4,-3,0,1.1,0
COc1ccc(C2C(C(=O)c3cccs3)=C(O)C(=O)N2c2cccc(C)n2)cc1OC (stereo not given),0,0.1,33,-9,-7,13,0.95,0
CCOC(=O)N1CCC(NC(=O)CCc2c(C)nc3c(c(C)nn3C(C)(C)C)c2C)CC1,0,-1.9,-8,-2,-8,7,0.95,-1
CCOc1ccc(N=NC2C(=O)N(C(N)=S)N=C2C)cc1 (stereo not given),5,0.6,-19,-2,97*,14,1.1,-4
COc1ccc(NC(=O)c2ccc(-c3csc(C)n3)cc2)cc1,2,0.0,0,-1,3,4,1,2
O=C(CSc1nnnn1C1CC1)N1CCN(c2cccc(Cl)c2)CC1,0,1.1,-7,-9,-4,13,1,0
COc1ccc(-c2cn[nH]c2-c2ccc(OCc3ccccc3)cc2O)cc1,2,5.9,-8,11,-13,30,1.5,12*
CCCCC(=O)Nc1ccc(C(=O)Nc2ccc(S(=O)(=O)N3CCCC3)cc2)cc1,2,-0.5,-7,-6,-22,-1,0.95,31*
NC(=O)C1=C[C@@H](C2CCCCC2)C[C@@H](OCc2ccc(CO)cc2)O1,1,1.5,3,-15,-2,13,0.95,1
CC(SC1=NCCN1S(C)(=O)=O)c1ccccc1 (stereo not given),0,-0.4,-12,5,1,2,0.77,-1
Cc1cc(NS(=O)(=O)c2ccc(NS(=O)(=O)c3cc(C)c(Cl)cc3Cl)cc2)no1,2,-0.7,-20,8,1,5,1,-11
CCN1C(=C(C#N)C#N)C=Cc2ccccc21,0,0.4,2,-5,-8,14,0.91,0
Cc1ccc(N(C(=O)CNC(=O)c2ccco2)C(C(=O)NC2CCCCC2)c2ccncc2)cc1F (stereo not given),3,0.9,-3,2,-13,4,1,-3
COc1cccc(CC(=O)Nc2nc(-c3cccnc3)cs2)c1,0,2.9,1,-8,11,-14,0.75,0
Oc1ccc(/C=N/n2c(COc3ccccc3)n[nH]c2=S)c(O)c1,-6,-3.0,41,-6,4,17,1.3,-1
COc1cc2nc(CN(C)Cc3ccc(F)cc3)[nH]c(=O)c2cc1OC,-3,0.6,3,-13,-53,2,1.3,-2

Of the compounds above, 4 have two or more sulfur atoms:
canonical_smiles,SENP1 inh,MPTP block,PfGluPho inh,ATG4B inh,SENP6 inh,SENP8 inh,hIAP activ,GRIN3A LBD mod
COc1ccc(CCNC(=O)CSC2=NS(=O)(=O)c3cc(F)ccc3N2)cc1OC,0,-0.2,-10,nt,nt,9,nt,nt
C=CCNC(=S)Nc1ccc2nsnc2c1,18,-1.3,-3,-7,60*,-4,0.85,-5
CC(SC1=NCCN1S(C)(=O)=O)c1ccccc1 (stereo not given),0,-0.4,-12,5,1,2,0.77,-1
Cc1cc(NS(=O)(=O)c2ccc(NS(=O)(=O)c3cc(C)c(Cl)cc3Cl)cc2)no1,2,-0.7,-20,8,1,5,1,-11

(cont.)
canonical_smiles,SENP1 inh,MPTP block,PfGluPho inh,ATG4B inh,SENP6 inh,SENP8 inh,hIAP activ,GRIN3A LBD mod
Cc1[nH]nc(S(=O)CC(=O)O)c1[N+](=O)[O-] (stereo not given),1,-1.7,-2,6,2,9,0.95,2
CCCc1cc(NCCCO)n2c(nc3ccccc32)c1C#N,-124,1.6,9,-2,-8,-417,0.74,-1
COC(=O)c1ccccc1NC(=O)CCCN1C(=O)C(c2ccccc2)Oc2cccnc21 (stereo not given),-3,-1.3,28,10,5,-23,0.99,0
NCCOc1ccccc1Cc1ccccc1,-1,69*,-25,-15,-17,22,0.96,2
CC[C@@]12C(=O)N(c3cccc(Br)c3)C(=O)N1[C@H](c1ccc(OC)cc1)[C@@H]1C(=O)N(C(C)(C)C)C(=O)[C@@H]12,1,0.1,7,-1,10,12,0.99,-3
COc1ccc(N(CCC(=O)O)S(=O)(=O)c2ccc(C)c(C)c2)cc1,3,-0.1,-14,-4,-13,15,1,-2
COc1ccc(-c2nnc(Nc3ccc(S(=O)(=O)Nc4nccs4)cc3)c3ccccc23)cc1,-2,-2.6,-1,-5,-13,-195,1.1,-4
CC(C)CCN1C(=O)c2ccccc2C1C(=O)NCc1cccnc1 (stereo not given),1,0.9,-2,-8,5,12,1.1,0
Cc1noc(C)c1CSc1nnc(C)c(=O)[nH]1,0,-0.8,-7,-8,-8,11,1.2,0
COc1ccc(NC2=CC(c3ccc(OC)c(OC)c3)N(c3ccc(OC)cc3)C2=O)cc1 (stereo not given),-24,0.7,22,-5,-14,-182,0.95,0
Cc1cc(/C=C2\SC(=Nc3ccccc3)NC2=O)c(C)n1-c1ccc(S(N)(=O)=O)cc1,-102,-1.7,15,-4,8,-185,1.1,-20
CC(C)(C)Nc1nc(Cl)nc(NCCN2CCOCC2)n1,0,1.2,-5,3,0,8,1,-2
Cc1cc(C)nc(CCNC(=O)c2cc(COc3ccc(F)cc3F)on2)n1,-1,0.3,-12,5,-1,9,0.99,-2
CCOC(=O)CN1C(=O)N[C@@H](c2ccccc2)[C@H](C(C)=O)[C@H]1C,-1,-0.2,11,-9,-9,21,1,2
O=C(CSc1nc(C2CC2)nc2ccccc12)Nc1ccc2c(c1)OCCO2,3,2.4,-4,-2,3,21,0.84,-3
CS(=O)(=O)N(CC(=O)Nc1ccccc1C(=O)N1CCOCC1)c1ccc(F)c(Cl)c1,0,-0.9,-7,0,4,20,0.71,2
CCOc1c(OC)ccc2c3c(c(=O)oc12)CCCC3,0,0.9,-2,3,-9,-269,0.84,-1
O=C(Nc1ccc2c(c1)OCO2)c1noc2c1CCCC2,-1,-3.3,44,-1,88*,6,0.98,0
Clc1ccc(Oc2cnns2)c(Cl)c1,5,0.1,6,-1,-16,17,1,0
COc1cc(CNC(=O)CCn2nc(C)c3c(C)n(-c4ccccc4)nc3c2=O)cc(OC)c1OC,3,-1.6,6,-6,-13,4,1.3,-1
COc1ccc(-c2noc(C(=O)NCc3ccc(F)cc3)n2)cc1OC,2,1.3,-8,-4,-6,10,0.91,-2
O=C(N/N=C\c1cc(Br)cs1)c1ccncc1,0,1.7,2,-5,-19,8,1.1,-1
CN1CCCc2cc(C#N)c(=O)[nH]c21,-25,1.2,22,4,4,-280,0.93,3
CCOc1ccc(NC(=O)COc2ccc3c(c2)OCO3)cc1,0,0.7,10,0,-20,0,1.2,-42
CSc1ccc(/C=C(/NC(=O)c2ccccc2)C(=O)N2CCN(C)CC2)cc1,-1,0.2,4,-5,-4,3,0.95,0
COc1ccccc1C(=O)CC(=O)C(=O)Nc1cccc([N+](=O)[O-])c1C,3,-0.4,-2,-13,11,-9,1.1,-1
C[C@@H]1CCCCO[C@@H](CN(C)CC2CC2)[C@@H](C)CN([C@H](C)CO)C(=O)c2cc(N(C)C)ccc2O1,0,-2.9,25,nt,nt,-48,nt,nt
CCOc1ccc(OCC)c(Nc2cc(C)nc3nc(C)nn23)c1,1,-2.0,-4,3,0,-5,1,1
CN(c1ccccc1)c1ccc(/C=C(\C#N)c2nnc3n2CCCCC3)cc1[N+](=O)[O-],5,1.2,24,1,-25,23,0.9,2
CCc1cccc(NC2c3ccccc3C(=O)N2c2ccc(C)cn2)c1 (stereo not given),-1,0.7,19,0,2,11,1,0
O=C(N/N=C/c1cc([N+](=O)[O-])ccc1N1CCNCC1)c1ccc([N+](=O)[O-])cc1,2,1.7,2,0,14,20,0.79,-3
O=C(Nc1cc(C(F)(F)F)ccc1Cl)C1CCN(c2nnc(-n3cccc3)s2)CC1,-1,-0.9,-12,-4,nt,11,nt,0
c1ccc(OCc2cc(-c3ccccc3)no2)cc1,3,2.6,7,8,27,9,0.93,6
CC(C)/C=N/Nc1nc(-c2ccc(Br)cc2)cs1,-1,9.1,23,12,-33,-12,0.83,0
CC(CCc1ccccc1)NS(=O)(=O)c1ccc(Cl)c(C(=O)O)c1 (stereo not given),-1,-0.1,-8,-4,-20,2,0.96,-1
COc1cccc(-c2cc(C(=O)Nc3ccncc3)c3ccccc3n2)c1,0,-0.4,24,-19,4,-257,1.1,-7
COc1ccc(C(N)=S)cc1,3,0.1,1,0,-10,14,0.96,29*
C=CCc1cccc(Cl)c1OCCON1C(=O)CCC1=O,1,-0.6,-5,-2,-7,22,1.2,1
c1ccc2c(c1)nc(NCC1CCCO1)c1nnnn12 (stereo not given),-153,0.6,-2,-3,8,-317,1,-1
O=C(c1c(F)cccc1F)N1CCN=C1SCc1ccccc1,3,2.1,-12,9,-7,14,1,-5
CCOc1ccc(Nc2c3c(nc4ncnn24)CC(C)CC3)cc1 (stereo not given),0,-1.9,3,-19,-2,16,1.2,1
CSc1ccc(CN2CCN(Cc3ccc([N+](=O)[O-])cc3)CC2)cc1,2,1.5,18,-1,-17,17,1,1
COc1cc(/C=N/NC(=O)c2c(-c3c(Cl)cccc3Cl)noc2C)ccc1OCC(N)=O,1,-1.4,-1,-1,2,5,1.2,-2
CCC(=O)Nc1cccc(NC(=S)NC(=O)Cc2ccccc2)c1,1,-1.3,8,-14,-12,17,1.3,0
COc1cc(C)cc(OC)c1OCC(=O)Nc1cc(C)on1,2,-1.4,-4,-10,-4,4,0.87,1
N/C(Cc1ccc(Cl)c(Cl)c1)=N\OC(=O)c1cccs1,2,0.0,7,5,-6,11,1.3,-12
Cn1ccnc1Sc1nc2ccccc2nc1NS(=O)(=O)c1ccccc1,-78,-0.3,21,-5,-18,-114,1.3,-22
COC(=O)C(NC(C)=O)(Nc1nc2ccc(S(C)(=O)=O)cc2s1)C(F)(F)F (stereo not given),1,0.3,-12,-2,11,-7,1.1,4
O=C(COc1ccc(Cl)cc1)NCCNC(=O)c1cnccn1,0,0.8,-12,1,0,8,0.92,-2

High-throughput results (PubChem BioAssay)
